Screening data as filed in PubChem.
dFosB activator: activators of delta FosB homodimer, primary screen, biochemical, fluorescence polarization, TAMRA-CDK5 oligo, single point; Protein FosB (Mus musculus), P13346; purified delta FosB; percent of positive-control signal above neutral wells; 340,000 compounds, 0.99% hits; activation, % at 25 µM;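 active = mean activation above about 17%, with every replicate also reaching it, limit read from the data, passing the limit was not always enough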;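 also: fluorescence polarization rise as delta FosB binds a TAMRA Cdk5 AP-1 oligo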
C-LANA FP: inhibitors of KSHV C-LANA binding to DNA, primary screen, biochemical, fluorescence polarization, FAM-LBS DNA, MBP-C-LANA, single point. inhibition, % at 9 µM. 340,000 compounds, 0.078% hits. AID 504423, 2011;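 active = highest replicate inhibition at or above 60% at 9 µM, even if other replicates fall short; inactive = all replicates below 60% inhibition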;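 also: 0% = neutral control wells and 100% = 4 µM acridine orange control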
Rtt109 Vps75: inhibitors of C. albicans Rtt109/Vps75 HAT, primary screen, biochemical, ThioGlo CoA-SH fluorescence, plate reader; 330,000 compounds, 0.16% hits; purified Rtt109/Vps75, 4 h; inhibition, % at 34.9 µM;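 active = inhibition of at least 50% in every replicate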
RTF Ca sens inh: cardiac RTF calcium sensitivity inhibitors, primary screen, biochemical, IANBD-TnC fluorescence, EC70 calcium. 340,000 compounds, 0.12% hits. IANBD-labeled cardiac RTF, Ca2+ fluorescence. Troponin I, cardiac muscle (Homo sapiens) + Troponin T, cardiac muscle (Homo sapiens) + …. inhibition, % at 7.15 µM. AID 493244, 2011;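 active = inhibition above the mean inhibition of all tested compounds plus 3 SD, cut at about 17% in these data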;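 also: assay run at fixed EC70 calcium of 1.6 mM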
PvdQ inh: P. aeruginosa PvdQ acylase inhibitors, primary screen, biochemical, fluorescence, plate reader and imaging, single point; PvdQ acylase [Pseudomonas aeruginosa LESB58]; purified PvdQ acylase; inhibition, % at 10 µM; 340,000 compounds, 0.063% hits; AID 488965, 2010; in the data active = inhibition above about 30%, passing the limit was not always enough;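 also: 0% = vehicle neutral wells and 100% = reference inhibitor wells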
cardiac RTF act: cardiac RTF calcium sensitivity activators, primary screen, biochemical, IANBD-TnC fluorescence, EC20 calcium; Troponin I, cardiac muscle (Homo sapiens) + Troponin T, cardiac muscle (Homo sapiens) + …; 340,000 compounds, 0.24% hits; activation, % at 7.2 µM; IANBD-labeled TnC RTF fluorescence at EC20 calcium; 0% EC20 calcium, 100% full calcium;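 active = activation above the mean over all tested compounds plus 3 SD, cut at about 30% in these data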;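 also: rise in fluorescence read as greater calcium sensitivity of cardiac thin filaments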
PfHsp90 set2: growth inhibition of PfHsp90-expressing yeast, primary screen, antimalarial PfHsp90 inhibitor project, S. cerevisiae, BacTiter-Glo luminescence, single point, set 2; inhibition, % at 9.4 µM; BacTiter-Glo ATP, 48 h; yeast lacking PDR1 and PDR3 efflux regulators; 310,000 compounds, 0.32% hits;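 active = every replicate shows inhibition above about 80%, whatever the replicate mean, limit read from the data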;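 also: 0% = DMSO neutral controls and 100% = 20 µM radicicol positive controls; yeast relying on Plasmodium falciparum Hsp90 in place of its own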
CDK5 p35 inh: inhibitors of human CDK5/p35 kinase, primary screen, biochemical, single concentration | Cyclin-dependent kinase 5 (Homo sapiens) + Cyclin-dependent kinase 5 activator 1 (Homo … | Recombinant CDK5/p35, ADP-Glo luminescence, 60 min | inhibition, % at 10 µM | 330,000 compounds, 0.01% hits | AID 488839, 2010;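 active = highest replicate inhibition of at least 50% and at least 75% of replicates reaching 50%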;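 also: plate controls were DMSO neutral control for no effect and GW8510 at 10 µM for full effect; many of its hits are not listed in these tables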
NSD2 inh: NSD2 histone methyltransferase inhibitors, primary screen, biochemical, AlphaScreen, single concentration, set 2; Histone-lysine N-methyltransferase NSD2 (Homo sapiens), O96028; NSD2 peptide methylation, 120 min; inhibition, % at 12.5 µM; 310,000 compounds, 0.54% hits; AID 743445, 2014; in the data active = inhibition above about 50%
SUMO Mot1 rescue: yeast Mot1-301 growth rescue at high temperature, primary screen, SUMOylation pathway inhibitor project, S. cerevisiae, ATP luminescence, 38.5C. 320,000 compounds, 1% hits. S. cerevisiae Mot1-301 growth rescue; percent above DMSO median, 100 means doubled. growth rescue, % at 18.8 µM. AID 2716, 2010;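 active = every valid replicate shows activation above 250% relative to neutral control wells; inactive = the rest, any valid replicate at or below 250%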;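 also: OY570 slx delta 5 strain wells were the positive control but not used for scaling; some compounds called inactive have numbers as strong as hits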
Keap1-Nrf2 PPI: Keap1-Nrf2 protein-protein interaction inhibitors, primary screen, biochemical, fluorescence polarization, single point; Kelch-like ECH-associated protein 1 (Homo sapiens), Q14145; Keap1 Kelch-Nrf2 peptide fluorescence polarization, 1536-well; inhibition, % at 9.4 µM; 340,000 compounds, 0.15% hits; AID 504523, 2011; in the data active = inhibition above about 12%;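 also: human Keap1 Kelch domain with fluorescein labeled Nrf2 9mer peptide probe; 0% = neutral control wells and 100% = peptide positive control; higher means more block of Keap1 binding to Nrf2 peptide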
* = called active by the depositor; i = inactive; . = not tested or not shown.

1	Cc1ccc(S(=O)(=O)N2CCC(C(=O)N[C@@H](C)C(=O)Nc3ccc(F)cc3)CC2)cc1
2	Cc1oc(S(=O)(=O)N2CCCC2)cc1C(=O)Nc1ccccc1
3	Cc1ccccc1NC(=S)NC1CCN(Cc2ccccc2)CC1
4	O=C(Nc1ccccc1N1CCCCC1)c1ccc(-c2cc(Cl)ccc2Cl)o1
5	CN(C)C(=O)CCc1ccc2c3c([nH]c2c1)[C@]1(CCC2CCCC2)[C@@H](C(=O)N2CCOCC2)C[C@H](CC(=O)NCCCn2ccnc2)C(=O)N1CC3

Assay by compound	1	2	3	4	5
dFosB activator	-4	-4	-5	-4	-1
C-LANA FP	15	-0.4	0.0	-0.3	0.2
Rtt109 Vps75	6	7	-5	-7	8
RTF Ca sens inh	-6	-2	-9	-8	1
PvdQ inh	1	-6	-2	-7	-14
cardiac RTF act	3	2	4	1	-2
PfHsp90 set2	3	-7	-7	18	-1
CDK5 p35 inh	-0.4	0.4	-6.1	1.9	-3.5
NSD2 inh	-3	-2	0	.	.
SUMO Mot1 rescue	-12	2	74	21	.
Keap1-Nrf2 PPI	4	1	-6	0	0

6	O=C(N/N=C/c1ccc(-c2ccccc2[N+](=O)[O-])o1)[C@H]1C[C@@H]1c1ccccc1
7	CC(C)[C@H](NC(=O)c1cccc(S(=O)(=O)N2CCOCC2)c1)C(=O)NCc1ccc(F)cc1
8	c1ccc2c(c1)nc(N1CCCCCC1)c1ccccc12
9	Cc1ccc(S(=O)(=O)N(C)C)cc1-n1c(SCC(=O)Nc2ccccc2)nc2ccccc2c1=O
10	O=C(c1ccco1)N1CCN(Cc2nc3ccccc3c(=O)n2-c2ccc(F)cc2)CC1

Assay by compound	6	7	8	9	10
dFosB activator	-1	-1	8	-2	-2
C-LANA FP	-0.4	1.4	-1.4	-2.8	-0.2
Rtt109 Vps75	-5	-15	8	1	0
RTF Ca sens inh	-9	-3	8	-14	-6
PvdQ inh	3	-12	6	-3	-8
cardiac RTF act	-3	-3	-8	4	-5
PfHsp90 set2	-42	-3	-19	-14	-2
CDK5 p35 inh	-5.2	-1.7	0.5	0.1	1.2
NSD2 inh	-1	-2	-10	-1	1
SUMO Mot1 rescue	29	-21	95	-10	-27
Keap1-Nrf2 PPI	-3	-3	-3	3	-1

7 neighbouring entries already listed:
4	O=C(Nc1ccccc1N1CCCCC1)c1ccc(-c2cc(Cl)ccc2Cl)o1
5	CN(C)C(=O)CCc1ccc2c3c([nH]c2c1)[C@]1(CCC2CCCC2)[C@@H](C(=O)N2CCOCC2)C[C@H](CC(=O)NCCCn2ccnc2)C(=O)N1CC3
6	O=C(N/N=C/c1ccc(-c2ccccc2[N+](=O)[O-])o1)[C@H]1C[C@@H]1c1ccccc1
7	CC(C)[C@H](NC(=O)c1cccc(S(=O)(=O)N2CCOCC2)c1)C(=O)NCc1ccc(F)cc1
8	c1ccc2c(c1)nc(N1CCCCCC1)c1ccccc12
9	Cc1ccc(S(=O)(=O)N(C)C)cc1-n1c(SCC(=O)Nc2ccccc2)nc2ccccc2c1=O
10	O=C(c1ccco1)N1CCN(Cc2nc3ccccc3c(=O)n2-c2ccc(F)cc2)CC1

Assay by compound	4	5	6	7	8	9	10
dFosB activator	-4	-1	-1	-1	8	-2	-2
C-LANA FP	-0.3	0.2	-0.4	1.4	-1.4	-2.8	-0.2
Rtt109 Vps75	-7	8	-5	-15	8	1	0
RTF Ca sens inh	-8	1	-9	-3	8	-14	-6
PvdQ inh	-7	-14	3	-12	6	-3	-8
cardiac RTF act	1	-2	-3	-3	-8	4	-5
PfHsp90 set2	18	-1	-42	-3	-19	-14	-2
CDK5 p35 inh	1.9	-3.5	-5.2	-1.7	0.5	0.1	1.2
NSD2 inh	.	.	-1	-2	-10	-1	1
SUMO Mot1 rescue	21	.	29	-21	95	-10	-27
Keap1-Nrf2 PPI	0	0	-3	-3	-3	3	-1

More results follow.
11	O=C(Cn1cnc2ccc(Cl)cc2c1=O)c1cccs1
12	Cc1c(C(=S)NC(=O)C2CC2)c(=O)n(-c2ccccc2)n1C
13	CC(=O)c1ccc(NC(=O)Cc2cccs2)cc1
14	Cc1ccc(NC(=O)c2nc[nH]c2C(=O)N2CCc3ccccc3C2)cc1
15	Cc1nn(C)cc1/C=N/n1nnnc1N

Assay by compound	11	12	13	14	15
dFosB activator	-5	-5	-4	6	4
C-LANA FP	0.1	2.4	0.7	-3.8	-0.5
Rtt109 Vps75	6	-2	0	-1	-5
RTF Ca sens inh	11	1	1	-9	0
PvdQ inh	17	-6	-1	0	-13
cardiac RTF act	-1	8	-8	-6	-3
PfHsp90 set2	1	33	2	10	3
CDK5 p35 inh	0.4	-5.4	-0.1	0.2	-0.4
NSD2 inh	1	-1	-3	.	-2
SUMO Mot1 rescue	-16	10	5	-10	15
Keap1-Nrf2 PPI	1	-5	0	0	-4

16	Cc1ccccc1NC(=O)c1ccc2ccccc2c1
17	COc1ccccc1NS(=O)(=O)c1cc(NC(=O)c2ccc3ccccc3n2)ccc1Cl
18	Cn1cc(S(=O)(=O)Nc2ccc(OC(F)(F)F)cc2)c(=O)n(C)c1=O
19	CCc1ccccc1N(C(C)=O)c1nc(CCl)cs1
20	O=C(NC1CCS(=O)(=O)C1)OC1CCCCC1 (configuration not stated)

Assay by compound	16	17	18	19	20
dFosB activator	-2	5	-1	-4	-6
C-LANA FP	4.7	0.8	1.0	0.2	1.4
Rtt109 Vps75	1	3	28	-1	6
RTF Ca sens inh	-2	5	1	8	2
PvdQ inh	1	-14	8	-14	2
cardiac RTF act	-8	1	2	-2	-9
PfHsp90 set2	4	-10	2	3	-10
CDK5 p35 inh	-0.5	-2.3	2.4	-0.4	-0.6
NSD2 inh	-6	32	1	-7	-1
SUMO Mot1 rescue	0	9	i	-1	9
Keap1-Nrf2 PPI	-3	-8	-1	0	-3

21	CC1CCCC(C(=O)O)N1C(=O)CCSC(=O)c1ccccc1 (configuration not stated)
22	c1cc(-c2cc3cc(N4CCOCC4)ccc3o2)cs1
23	CCCC(=O)NC1=C(C#N)C2(CCCCC2)Cc2ccccc21
24	O=C(NNS(=O)(=O)c1ccccc1)c1cccnc1
25	Cc1cc(C)cc(NS(=O)(=O)c2ccc3[nH]cc(C(=O)N4CCc5ccccc54)c(=O)c3c2)c1

Assay by compound	21	22	23	24	25
dFosB activator	6	1	2	-11	-7
C-LANA FP	-1.2	1.1	1.2	2.5	-0.5
Rtt109 Vps75	0	8	2	-26	14
RTF Ca sens inh	-2	-7	-5	-28	-19
PvdQ inh	-7	-21	18	-10	-21
cardiac RTF act	-4	-3	1	-1	5
PfHsp90 set2	18	7	1	-32	1
CDK5 p35 inh	-0.6	-3.8	-1.7	-0.2	-1.8
NSD2 inh	0	.	-1	-1	1
SUMO Mot1 rescue	-2	229	630	-3	-15
Keap1-Nrf2 PPI	-5	-2	1	0	-8

26	CC(NC(=O)C12CC3CC(CC(C3)C1)C2)C(=O)N/N=C/C1=C(N2CCOCC2)C(=C\c2cccc([N+](=O)[O-])c2)/CC1 (configuration not stated)
27	Cc1ccc2nc(C)cc(C(=O)N/N=C/c3ccncc3)c2c1
28	Cc1ccc(N2C(=O)c3ccc(C(=O)O)cc3C2=O)cc1C
29	Cc1ccc(C)c(NC(=O)N2CCCCCC2)c1
30	COc1ccccc1C1/C(=C(/O)c2ccc(C)cc2)C(=O)C(=O)N1CC(C)O (configuration not stated)

Assay by compound	26	27	28	29	30
dFosB activator	-21	-3	-2	-4	9
C-LANA FP	-0.6	-0.1	-0.5	-0.2	6.9
Rtt109 Vps75	11	-7	.	0	-4
RTF Ca sens inh	1	4	-3	1	-4
PvdQ inh	19	-12	-13	10	-17
cardiac RTF act	-4	-4	-2	1	3
PfHsp90 set2	-6	0	.	2	26
CDK5 p35 inh	-0.5	-0.8	-0.5	-1.5	0.4
NSD2 inh	35	3	0	-3	1
SUMO Mot1 rescue	-1	-6	-21	-1	-31
Keap1-Nrf2 PPI	1	-1	-3	3	-9

31	O=C(NNc1cccc(Cl)n1)Nc1ccccc1
32	CC[C@@]1(C(=O)OC)N[C@H](CN(C)C(=O)Nc2ccc(Cl)cc2)[C@@H]2C(=O)N(C)C(=O)[C@@H]21
33	O=C(Cc1ccccc1)N[C@@H](Cc1ccccc1)C(=O)O
34	Cc1ccnc2nc(C(=O)NC3=NCCS3)nn12
35	COC(=O)C1=C(C)NC(C)=C(C(=O)O[C@@H]2CCCN(Cc3ccccc3)C2)[C@@H]1c1cccc([N+](=O)[O-])c1

Assay by compound	31	32	33	34	35
dFosB activator	1	-6	1	0	-12
C-LANA FP	-0.6	-3.1	-1.0	-0.5	0.4
Rtt109 Vps75	1	0	3	-3	-4
RTF Ca sens inh	-2	-16	-7	-1	-2
PvdQ inh	-2	-6	-3	-7	-10
cardiac RTF act	2	0	1	3	2
PfHsp90 set2	.	-8	60	11	16
CDK5 p35 inh	-0.3	0.1	0.4	-1.6	-1.2
NSD2 inh	.	.	.	-1	.
SUMO Mot1 rescue	35	4	5	-19	171
Keap1-Nrf2 PPI	0	0	-1	-5	-2

36	C=CCN1C(=NC(=O)CCCC(=O)O)SC2CS(=O)(=O)CC21 (configuration not stated)
37	Cc1ccccc1CNC(=O)c1ccccc1NS(C)(=O)=O
38	C/C(=N\Nc1ccc([N+](=O)[O-])cc1)c1ccc(-n2nncc2C(C)(C)C)cc1
39	Cc1ccc(-n2nc3c(c2NC(=O)C2CCCC2)CS(=O)(=O)C3)cc1

Assay by compound	36	37	38	39
dFosB activator	-1	-10	-4	0
C-LANA FP	-0.5	1.3	-0.3	1.9
Rtt109 Vps75	-3	10	-1	0
RTF Ca sens inh	0	-6	-3	0
PvdQ inh	-15	17	-14	-7
cardiac RTF act	-2	2	1	8
PfHsp90 set2	-29	16	24	-5
CDK5 p35 inh	-2.5	-0.2	-1.3	-2.3
NSD2 inh	-3	19	.	4
SUMO Mot1 rescue	-3	30	19	-4
Keap1-Nrf2 PPI	-3	-3	0	-3
